Wee1 degr inh: blocks degradation of human Wee1 kinase | P30291 | reporter increase, % at 5 µM | actives 1.2% (n = 220,000) | HeLa Luc-Wee1K328M stability, luciferase luminescence; 100% = proteasome inhibitor MG132 effect;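 active = activation above the mean of all tested compounds plus 3 SD, set per screening run, cut at about 8.8% in these data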;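 note: cells exposed to compound for 20 h before luminescence read; 0% = DMSO alone and 100% = MG132 at 30 µM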
Target sequence (P30291 whole entry K328M): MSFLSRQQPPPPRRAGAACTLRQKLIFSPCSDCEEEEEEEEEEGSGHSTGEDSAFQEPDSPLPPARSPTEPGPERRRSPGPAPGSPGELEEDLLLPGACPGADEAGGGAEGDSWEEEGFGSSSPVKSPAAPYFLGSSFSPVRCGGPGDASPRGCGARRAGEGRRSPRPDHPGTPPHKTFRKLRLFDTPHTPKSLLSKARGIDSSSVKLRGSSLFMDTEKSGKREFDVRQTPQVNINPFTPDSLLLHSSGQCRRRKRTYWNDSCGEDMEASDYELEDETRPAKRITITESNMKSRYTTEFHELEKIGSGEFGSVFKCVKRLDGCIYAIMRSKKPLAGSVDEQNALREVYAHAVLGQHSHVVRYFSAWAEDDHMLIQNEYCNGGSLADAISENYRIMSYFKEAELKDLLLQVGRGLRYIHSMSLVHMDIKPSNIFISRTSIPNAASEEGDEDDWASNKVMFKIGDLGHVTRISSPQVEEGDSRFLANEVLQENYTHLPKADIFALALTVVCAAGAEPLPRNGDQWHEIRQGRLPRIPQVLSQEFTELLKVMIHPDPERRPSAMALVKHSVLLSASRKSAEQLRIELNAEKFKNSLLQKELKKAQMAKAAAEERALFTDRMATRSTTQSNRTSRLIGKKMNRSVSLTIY
FXIa inh 1536: inhibitors of human coagulation factor XIa | P03951 | purified FXIa, Boc-Glu-Ala-Arg-AMC fluorogenic substrate | inhibition, % at 5 µM | actives 0.14% (n = 220,000) | AID 798;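 active = inhibition of at least 40%; inactive = inhibition below 40%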;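 note: fluorescence of freed AMC excited at 355 nm; 0% = enzyme without compound and 100% = no enzyme blank; many of its hits are not listed in these tables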
PERK inhibitor: blocks human PERK kinase | Q9NZJ5 | CHO PERK-DD fusion, SEAP luminescence translation reporter | AID 1416 | inhibition, % at 5.6 µM | actives 0.17% (n = 220,000);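 active = inhibition above the mean inhibition of all tested compounds plus 3 SD, set separately per screening campaign, cut at about 2.9% in these data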;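 note: PERK kinase domain activated by AP20187 dimerizer at 100 nM; 0% = DMSO with dimerizer and 100% = rapamycin at 8.4 µM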
FXIIa inh: factor XIIa (human) inhibition; actives 0.3% (n = 220,000); inhibition, % at 5 µM; AID 800; P00748; purified FXIIa, Boc-QGR-AMC fluorogenic substrate, 2 h; in the data active = inhibition above about 40%;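 note: 0% = enzyme with no compound and 100% = blank without enzyme; many of its hits are not listed in these tables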
hK5 inh: inhibitors of human kallikrein 5; Q9Y337; recombinant hK5, fluorogenic AMC substrate cleavage; inhibition, % at 5 µM; actives 0.59% (n = 210,000);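 active = inhibition of 40% or more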;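 note: 0% = enzyme controls without compound and 100% = no-enzyme blanks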
Target sequence (Q9Y337 67-293 limits assumed): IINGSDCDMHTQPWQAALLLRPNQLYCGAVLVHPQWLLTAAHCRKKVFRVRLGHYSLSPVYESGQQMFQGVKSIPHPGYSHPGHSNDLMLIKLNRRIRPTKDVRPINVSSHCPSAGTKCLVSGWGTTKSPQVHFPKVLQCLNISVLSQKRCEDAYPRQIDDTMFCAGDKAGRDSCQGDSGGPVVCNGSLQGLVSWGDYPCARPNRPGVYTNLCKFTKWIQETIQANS
p97 inhibitor: blocks human p97 ATPase activity | P55072 | recombinant p97 ATPase, Kinase-Glo ATP luminescence, 3 h | inhibition, % at 8 µM | actives 0.42% (n = 220,000) | AID 1481; in the data active = inhibition above about 15%;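 note: 0% = DMSO vehicle and 100% = wells lacking enzyme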
KCC2 mod: KCC2 (human) Cl- transport modulation; Q9H2X9; KCC2 cells, thallium flux FluoZin-2 fluorescence; B-score of Tl+ flux slope (higher = more flux/activation; lower = inhibition) at 10 µM; actives 2.2% (n = 190,000);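 active = thallium flux slope and its plate-corrected score both differing from the plate sample mean at a set confidence after two filtering rounds, in either direction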;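 note: slope of fluorescence scaled to starting intensity during 10 to 20 s after thallium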
Furin inhibitor: human furin inhibition. inhibition, % at 30 µM. purified furin, fluorogenic substrate cleavage. P09958. actives 0.061% (n = 220,000); in the data active = inhibition above about 25%; note: inactives centre near -15
thrombin 1536: thrombin (human) inhibition. alpha-thrombin, Boc-VPR-AMC fluorogenic substrate cleavage. inhibition, % at 5 µM. actives 0.26% (n = 220,000);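 active = inhibition at or above 40%; inactive = inhibition below 40%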;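 note: 0% = enzyme with no compound and 100% = wells without enzyme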
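signal = AMC fluorescence, 355/460 nm | material = human alpha-thrombin enzyme | control set = enzyme without compound as high, wells lacking enzyme as low | times = reaction at room temperature | read-out basis = percent inhibition scaled between no-compound controls and no-enzyme blanks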
An asterisk follows results filed as active; x = not tested or not shown; [ ] = remark or other dose.

Screens in order – Wee1 degr inh	FXIa inh 1536	PERK inhibitor	FXIIa inh	hK5 inh	p97 inhibitor	KCC2 mod	Furin inhibitor	thrombin 1536
1	O=C(CN1CCOCC1)n1c2c(c3ccccc31)CCCC2
    0.7	-1.7	-0.7	9.9	-6.7	-1.0	0.115	-8.0	3.5
2	CCOC(=O)N1CCC(N2CCCC(C(=O)c3cc(C)c(OC)c(C)c3)C2)CC1 (centres undefined)
    0.4	-0.8	0.8	7.4	-2.4	-1.1	1.02	-18.2	-2.1
3	COc1ccc(CC(=O)NCc2n[nH]c(=S)n2C)cc1
    -0.6	-6.0	0.3	0.1	-4.3	3.8	0.854	-18.9	-14.2
4	CCCC(C(=O)NC1CCCC1)N(Cc1cccs1)C(=O)c1snc(C(N)=O)c1N (centres undefined)
    2.2	8.4	-0.8	16.0	-18.3	1.2	-0.261	-1.7	2.5
5	COc1ccccc1C(=O)NNC(=O)c1cccc(Cl)c1
    3.6	7.9	1.2	11.1	3.7	0.0	0.141	-21.5	-6.3
6	COc1ccc(OC)c(/C=C/C(=O)N(C)CC(=O)Nc2cc(C)ccc2C)c1
    -0.6	0.7	0.0	-0.8	-13.7	1.6	0.021	-14.1	-19.5
7	COc1ccc(-n2ncc3c(NCCCn4ccnc4)ncnc32)cc1
    -2.1	2.0	0.7	12.2	-15.1	4.2	0.958	-11.8	3.4
8	O=C(Nc1ccccc1)Nc1ccc2snnc2c1
    0.4	-0.2	-0.5	2.1	-7.6	1.4	-1.55	-25.1[20 µM]	-11.2
9	O=C(CN1CCCC1)N1c2ccccc2C=Cc2ccccc21
    -0.1	0.5	1.1	3.4	-3.0	1.2	-3.26	-19.8	2.1
10	COC(=O)c1cccc(S(=O)(=O)N(Cc2ccco2)Cc2cc3cc(OC)ccc3[nH]c2=O)c1
    0.8	-1.8	-1.5	9.9	-1.6	-3.6	x	-15.5[20 µM]	-3.2
11	Cc1cc(Nc2ccccc2)n2nc(C)c(-c3ccccc3)c2n1
    -1.8	-0.2	0.4	5.1	-0.6	1.2	-0.35	-0.4	-2.8
12	COc1ccc(-n2c(COc3cccc4ccccc34)nnc2SC(C)C(=O)O)cc1 (centres undefined)
    -0.4	-2.0	0.3	4.9	-4.1	-4.8	-0.314	-16.0	-5.5
13	COc1ccc(/C=C/C(=O)NCc2ccccn2)cc1
    1.1	9.1	1.1	8.6	-9.9	4.0	-0.425	-19.8	-2.4
14	Fc1ccccc1CSc1nc2ncccc2[nH]1
    10.0*	2.4	0.2	7.2	-5.3	3.7	0.866	-16.6[20 µM]	-6.6
15	COC(=O)c1cc(C(=O)OC)cc(S(=O)(=O)Nc2ccc(Cl)c(N)c2)c1
    1.7	-2.0	-0.7	10.6	4.7	0.4	0.474	-21.4	-2.5
16	Cc1ccc(CNC(=O)c2ccc(CNc3c(N4CCCC4)c(=O)c3=O)cc2)cc1
    2.2	-7.2	-0.3	6.9	0.1	0.4	0.982	-26.1	-7.5
17	Cc1ccc(C)c(NS(=O)(=O)c2cc(C(=O)NCCC3=CCCCC3)ccc2C)c1
    4.9	0.5	-1.3	5.5	-7.8	-1.5	x	-13.7[20 µM]	-6.5
18	O=C(Nc1nc2ccccc2s1)C1CC(=O)N(c2ccc(Cl)cc2)C1 (centres undefined)
    -0.7	-10.8	0.4	13.7	-27.3	-3.6	x	-1.7[20 µM]	-13.8
19	O=C(Cn1ccc2ccccc2c1=O)NCCC(=O)NC1CCN(Cc2ccccc2)CC1
    0.4	-2.9	1.0	-5.5	-0.2	4.3	1.01	-7.0[20 µM]	-9.4
20	CC1(C)CC(=O)C(N=Nc2ccc3ncsc3c2)=C(O)C1
    3.7	1.3	-0.6	12.6	-5.1	-1.9	0.428	2.0[20 µM]	-1.5
21	Cc1n[nH]c(C)c1S(=O)(=O)N1CCCCCC1
    0.3	-0.7	0.5	6.7	-6.8	3.6	x	-11.0[20 µM]	-2.2
22	Cc1ccc(S(=O)(=O)N2CCC(C(=O)N/N=C/c3cccnc3)CC2)cc1
    -0.4	1.8	0.3	11.8	-14.7	2.2	-1.21	-21.9	-4.1
23	CCC(CC)c1nnc(NC(=O)[C@@H](NC(=O)c2cccc(C)c2)C(C)C)s1
    -0.1	-2.7	0.1	3.6	-2.7	2.4	0.0671	-21.5	-3.6
24	O=C(NCC(c1ccco1)N1CCCC1)c1ccccc1F (centres undefined)
    1.3	15.2	0.8	26.8	-0.5	1.9	-0.636	-8.9[20 µM]	-4.3
25	O=C(CSc1ncn[nH]1)c1cccc([N+](=O)[O-])c1
    1.4	-6.3	0.6	3.0	-28.5	-4.3	-0.133	-7.4	-7.1
26	Cn1c(NC(=O)CCc2ccccc2)cc(=O)n(C)c1=O
    5.9	-4.2	1.1	0.2	-9.8	-0.5	-2.46	-34.7	-1.0
27	Cc1ccc(/C=N/NC(=O)c2c[nH]c3ccccc23)s1
    -2.9	0.5	1.1	8.6	4.0	5.2	x	0.1[20 µM]	1.1
28	C=CCC1NCCc2c(Br)cccc21 (centres undefined)
    -2.2	1.0	0.8	2.5	-8.8	-1.7	0.744	-14.8	-4.2
29	CCOC(=O)C(c1ccccc1)C(Nc1ccc(F)cc1)c1ccccn1 (centres undefined)
    -3.2	2.2	-0.3	10.1	-0.2	-0.7	x	-13.3	-2.8
30	CCc1nc2c3cnn(-c4cc(Cl)ccc4C)c3ncn2n1
    -0.2	2.7	0.0	-8.9	6.2	11.6	x	-14.5	1.2

3 compounds from above, sorted by the value under KCC2 mod, lowest first:
Screens in order – Wee1 degr inh	FXIa inh 1536	PERK inhibitor	FXIIa inh	hK5 inh	p97 inhibitor	KCC2 mod	Furin inhibitor	thrombin 1536
12	COc1ccc(-n2c(COc3cccc4ccccc34)nnc2SC(C)C(=O)O)cc1 (centres undefined)
    -0.4	-2.0	0.3	4.9	-4.1	-4.8	-0.314	-16.0	-5.5
15	COC(=O)c1cc(C(=O)OC)cc(S(=O)(=O)Nc2ccc(Cl)c(N)c2)c1
    1.7	-2.0	-0.7	10.6	4.7	0.4	0.474	-21.4	-2.5
28	C=CCC1NCCc2c(Br)cccc21 (centres undefined)
    -2.2	1.0	0.8	2.5	-8.8	-1.7	0.744	-14.8	-4.2

(cont.)
Screens in order – Wee1 degr inh	FXIa inh 1536	PERK inhibitor	FXIIa inh	hK5 inh	p97 inhibitor	KCC2 mod	Furin inhibitor	thrombin 1536
31	OC1CCN(Cc2cccc3ccccc23)CC1
    0.7	-5.6	-0.5	-2.2	-6.8	-1.4	-0.0495	-14.3	-15.0
32	CC1=C/C(=C\c2ccc3c(c2)OCO3)C(=O)S1
    1.1	2.6	-0.5	-3.4	5.4	-6.7	-0.522	-33.9	-16.0
33	Cc1ccc(-c2csc(NC(=O)CCNC(=O)c3ccccc3Cl)n2)cc1
    -1.6	3.2	-0.1	7.1	-19.8	-0.5	-3.78*	-7.5	2.7
34	COc1ccc(CNC(=O)Nc2cc(C)ccc2C)cc1
    1.0	-1.8	0.9	3.2	x	-0.1	-0.00998	-36.1	0.4
35	Cc1c(Br)c([N+](=O)[O-])nn1CC(=O)NCCc1ccc(Cl)cc1
    0.5	-0.1	1.1	5.9	x	5.9	0.0775	-15.6	-2.4
36	C=CCn1c(SCC(=O)Nc2ccccc2OC)nnc1-c1ccccn1
    3.6	0.2	-0.8	14.4	-25.0	2.8	0.153	-22.5[20 µM]	-0.6
37	CC1Cc2ccccc2N1S(=O)(=O)c1c(N)n(C)c(=O)n(C)c1=O (centres undefined)
    2.7	0.6	1.0	13.4	5.0	3.5	0.343	-18.1	-2.2
38	O=C1C2C3CCC(C3)C2C(=O)N1Cc1ccccc1 (centres undefined)
    6.3	5.7	1.5	12.1	-19.7	3.9	-0.013	-17.2	-0.6
39	O=C(Cc1ccccc1[N+](=O)[O-])Nc1ccc2c(c1)OCO2
    -3.3	-6.0	1.1	1.5	-8.3	-3.5	0.29	-13.5	-4.6
40	COc1ccc(NC(=O)C2C(=O)NC3(C)CC2c2ccccc2O3)cc1 (centres undefined)
    -1.1	1.1	0.9	15.2	5.8	4.8	0.293	-24.2	1.0
41	O=C(COC(=O)c1cccc2ccccc12)NCCCc1ccccc1
    -1.4	10.6	2.0	17.8	-1.9	-0.8	-0.202	-14.4	2.4
42	COc1cc2c(cc1OC)C(c1ccc(Cl)cc1)=NCC2
    -1.6	1.8	-0.2	7.0	3.0	-0.2	-2.5	-14.0	0.2
43	CN1c2ccccc2C(O)=C(C(=S)Nc2ccc(F)c(Cl)c2)S1(=O)=O
    2.6	6.9	0.2	16.3	0.3	-0.7	x	-5.3[20 µM]	-0.1
44	Cc1nn(Cc2ccccc2)c2c1C(c1cccc(Cl)c1)C(C#N)=C(N)O2 (centres undefined)
    3.5	0.8	-0.3	12.0	-7.6	0.4	-0.367	-3.4[20 µM]	4.4
45	O=C(CN1CCN(C(=O)c2ccco2)CC1)Nc1cc(C(F)(F)F)ccc1Cl
    -0.5	3.6	-0.5	12.3	-1.1	-8.5	x	-13.4	-1.8
46	CCS(=O)(=O)c1ccc(O)c(NC(=O)Nc2ccccc2)c1
    3.2	-1.7	0.4	10.6	12.9	-6.8	-0.946	-9.9	1.3
47	C/C(=N\O)C(=O)NCC1CCNCC1
    -2.0	14.0	0.7	19.6	-17.7	-4.1	x	-13.3	-7.2
48	CCOC(=O)c1c(C)[nH]c(C)c1C(=O)COC(=O)/C=C/c1ccc(OC(F)F)cc1
    0.3	-6.5	-0.4	-2.6	-3.7	-4.1	-0.135	-13.8	-9.3
49	O=C(Nc1ccccc1Cl)OCc1cncs1
    3.2	7.9	1.9	7.9	-2.2	-1.6	-0.613	-7.0	-2.0
50	Cc1ccc(N2C(=O)C3NN=C(C(=O)OCc4ccccc4)C3C2=O)c(C)c1 (centres undefined)
    -3.7	7.8	0.7	12.3	-14.0	-1.4	-1.07	-9.8	2.1
51	COc1cc2cccc(OC)c(=O)c2c(OC)c1OC
    -1.1	-1.9	1.4	6.3	0.1	3.5	-0.0502	-18.2	-1.7
52	COc1ccc(CCNC(=O)CSc2nc3c(c(=O)n(C)c(=O)n3C)n2C)cc1OC
    0.1	10.1	-0.3	11.1	-1.8	2.4	0.292	-15.4[20 µM]	1.9
53	COCCCNC(=O)/C(C#N)=C/c1cccc(NC(=O)c2ccccc2Cl)c1
    -1.7	4.6	1.2	3.0	-0.7	2.6	0.064	-4.3	2.1
54	COc1cc(OC)c(/C=N/NC(=O)Cn2nc([N+](=O)[O-])cc2C)c(OC)c1
    0.1	-0.2	0.4	7.2	-1.3	2.2	1.39	-24.7	-6.2
55	O=C(COc1cccnc1[N+](=O)[O-])N1CCN(S(=O)(=O)c2ccccc2)CC1
    1.6	0.7	-0.1	-2.1	-3.0	0.4	0.596	-15.2	-3.7

High-throughput results (PubChem BioAssay)
